mIDH1 inhibitor – human IDH1 R132H inhibition; O75874; IDH1-R132H enzyme, NADPH consumption, diaphorase/resazurin fluorescence; Potency, µM (titrated, usually from 76.6 µM), inactives show at the highest dose activity change, negative = inhibition, most hits filed as inhibitors; 390,000 compounds, 0.093% hits; further: potency means the concentration at half of the fitted maximal effect; on the % scale 0 is the no-effect control and ±100 the full control effect; nearly all actives have a fitted effect of over 65% in size
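IDH1-R132H (0.5 ug/mL dispensed) in pH 7.5 Tris buffer was preincubated 30 min with compound, then given a substrate mix of 0.016 mM NADPH and 2 mM alpha-KG for 80 min at room temperature; remaining NADPH was read by diaphorase/resazurin fluorescence.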
D2 antagonist – antagonists of human D2 dopamine receptor; HEK293 TREx D2 cells, calcium flux, dopamine EC80; inhibition, % at 10 µM; 340,000 compounds, 2% hits; AID 485344; in the data active means inhibition above about 30%; further: 0% is about no effect
Target sequence (P14416 whole entry, looked up): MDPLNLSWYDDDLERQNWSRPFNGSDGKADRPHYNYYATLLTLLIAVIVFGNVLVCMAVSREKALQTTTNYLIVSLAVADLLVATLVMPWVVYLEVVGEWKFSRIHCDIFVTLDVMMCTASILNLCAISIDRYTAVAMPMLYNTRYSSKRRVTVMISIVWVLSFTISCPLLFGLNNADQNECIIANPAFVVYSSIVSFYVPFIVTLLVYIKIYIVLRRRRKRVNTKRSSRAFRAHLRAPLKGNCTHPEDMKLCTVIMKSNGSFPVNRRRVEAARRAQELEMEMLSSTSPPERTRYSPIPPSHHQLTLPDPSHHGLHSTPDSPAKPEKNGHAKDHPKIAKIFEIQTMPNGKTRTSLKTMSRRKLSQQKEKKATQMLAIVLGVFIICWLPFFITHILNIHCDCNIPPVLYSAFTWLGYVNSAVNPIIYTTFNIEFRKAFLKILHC
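Tetracycline-induced HEK293 TREx cells expressing D2 receptor forced-coupled to calcium signalling, loaded with no-wash calcium dye. Compounds added and calcium flux read 180 s, then dopamine added at EC80 and read a further 180 s.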
TrxR1 inh – inhibitors of rat thioredoxin reductase 1. 390,000 compounds, 1% hits. recombinant rTrxR1, NADPH fluorescence consumption, selenite substrate. Potency, µM (top dose mostly 114 µM), for the others: at the highest dose activity change, negative = inhibition, actives largely listed as inhibitors; further: potency means the concentration at half of the fitted maximal effect; on the % scale 0 is the no-effect control and ±100 the full control effect; nearly all actives have a fitted effect of over 65% in size
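Rat TrxR1 (90 nM in the dispensed reagent) was pre-reduced with 400 uM NADPH for 5 min at room temperature, then incubated with compound for 15 min. After 400 uM selenite was added, NADPH fluorescence (Ex 340/Em 450 nm) was followed for 8 min.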
Pin1 inhibitor – human Pin1 inhibition; Potency, µM (titrated, usually from 115 µM), for the others: at the highest dose activity, negative = inhibition, most hits filed as inhibitors; Q13526; 390,000 compounds, 0.009% hits; AID 504891; Pin1 FP peptide displacement, HiFluor488, 10 min; active means well fitted inhibition curve with a large enough effect in the polarisation, with a control signal flat, not every such curve was filed as active; inconclusive means small, poorly fitted or top-dose-only effect, or effect the other way, or a change in a side signal; inactive means no such curve, though single readings can be large or run the other way; the % refers to the polarisation; further: potency means the concentration at half of the fitted maximal effect; on the % scale 0 is the no-effect control and ±100 the full control effect
Target sequence (Q13526 whole entry, looked up): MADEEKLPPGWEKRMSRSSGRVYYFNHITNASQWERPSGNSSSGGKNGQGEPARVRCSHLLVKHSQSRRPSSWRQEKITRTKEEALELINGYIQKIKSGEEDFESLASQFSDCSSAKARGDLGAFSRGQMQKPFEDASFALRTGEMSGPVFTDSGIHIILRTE
D2 ag – activates the human D2 dopamine receptor | HEK293 T-REx D2 cells, calcium flux agonist mode | P14416 | 340,000 compounds, 0.53% hits | activation, % at 2 µM;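 active means activation over 3 SD above normal in the single-dose calcium agonist read, cut at about 30% in these data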; further: 0% is about no effect
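Agonism is scored from calcium flux in a force-coupled, inducible HEK293 cell line expressing D2, read kinetically for 180 s after compound addition against dopamine controls.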
USP1-UAF1 inh – inhibitors of human USP1/UAF1 deubiquitinase; O94782; recombinant USP1/UAF1, Ub-Rhodamine cleavage fluorescence; Potency, µM (titrated, usually from 57.1 µM), inactives show top-dose activity change, negative = inhibition, hits mostly inhibitors; 390,000 compounds, 0.23% hits; further: potency means the concentration at half of the fitted maximal effect; on the % scale 0 is the no-effect control and ±100 the full control effect; nearly all actives have a fitted effect of over 60% in size; inactives centre near -12
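High-throughput fluorogenic screen: 1nM USP1/UAF1 complex, Ub-Rho substrate 150nM final, 50mM HEPES pH 7.8 with 0.5mM EDTA, 0.1 mg/ml BSA, 1mM TCEP and 0.01% Tween-20.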
TrxR1 substrate – is turned over as a substrate by rat TrxR1; O89049; purified TrxR1 substrate turnover, NADPH consumption readout; Potency, µM (doses to about 114 µM), inactives show top-dose activity change, negative = substrate turnover; 390,000 compounds, 0.01% hits; further: potency means the concentration at half of the fitted maximal effect; on the % scale 0 is the no-effect control and ±100 the full control effect; nearly all actives have a fitted effect of over 50% in size
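Rat TrxR1, dispensed at 90 nM, was prereduced with 400 uM NADPH (final) for 5 min at ~22 deg C, then incubated with compound 15 min before 400 uM selenite. A first-read NADPH fluorescence drop versus no-compound background flagged substrates.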
TRHR ag – activates the human TRH receptor | P34981 | TRHR cells, calcium flux fluo-8, FDSS agonist mode | activation, % at 2 µM | 360,000 compounds, 0.18% hits; in the data active means activation above about 30%; further: 0% is about no effect
Target sequence (P34981 whole entry, looked up): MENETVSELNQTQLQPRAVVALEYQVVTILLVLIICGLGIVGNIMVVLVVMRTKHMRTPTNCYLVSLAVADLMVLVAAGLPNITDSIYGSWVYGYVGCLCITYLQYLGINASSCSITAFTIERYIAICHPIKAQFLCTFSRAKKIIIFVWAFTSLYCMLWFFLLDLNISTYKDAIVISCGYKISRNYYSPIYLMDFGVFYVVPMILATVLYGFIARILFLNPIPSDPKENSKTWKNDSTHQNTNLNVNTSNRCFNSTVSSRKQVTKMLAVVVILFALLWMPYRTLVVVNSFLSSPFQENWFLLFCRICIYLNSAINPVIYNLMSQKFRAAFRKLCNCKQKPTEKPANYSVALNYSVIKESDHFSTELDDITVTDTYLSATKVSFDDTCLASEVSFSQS
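TRHR-expressing cells, plated overnight in medium with 10% serum, were loaded with fluo-8 calcium dye at room temperature. After a 10 s baseline, library compound was pin-added and calcium release was recorded kinetically (ex 480/em 530) as agonist response.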
TRHR enhancer – allosteric enhancers of human TRH receptor; P34981; TRHR cells, fluo-8 calcium fluorescence, EC20 TRH enhancement; enhancement, % at 2 µM; 360,000 compounds, 0.66% hits; AID 493056; in the data active means enhancement above about 30%; further: 0% is about no effect
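Enhancer read-out: after compound pinning and an initial kinetic agonist-mode read, an EC20 of TRH (10 nM final) was injected and fluo-8 calcium signal (Ex 480/Em 530) followed at 1 s/cycle for 100 cycles in TRHR-expressing cells.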
* = called active by the depositor; ? = inconclusive; nt = no result given; [ ] = dose if it differs, or a comment. Unless noted, the call rests on the fitted dose curve; in most records, active means well fitted inhibition curve with a large enough effect; inconclusive means small, poorly fitted or top-dose-only effect; inactive means no such curve, though single readings can be large or run the other way.

SMILES	D2 ag	Pin1 inhibitor	USP1-UAF1 inh	TRHR ag	TrxR1 substrate	D2 antagonist	TRHR enhancer	TrxR1 inh	mIDH1 inhibitor
CC(C)(C)c1ccccc1OCCOCCN1CCCCCC1	-0.4	5%	-10%	0.4	3%[57.1 µM]	31*	2	5%[57.1 µM]	2%
COC(=O)c1ccc2c(=O)[nH]c(CSc3nnc(C(F)(F)F)n3C)nc2c1	0.3	0%	-6%	0.1	-6%	-11	0	-8%	7%
COc1ccc(-n2c(=O)c3sc4ccccc4c3n(CC(=O)N3CCCC3)c2=O)cc1	0.1	1%	-29%	0.5	0%	nt	4	2%	12%
Cc1ccc(N=C2C(=S)N(c3ccc(C)cc3)C(=N)N2/N=C/c2ccc(Cl)cc2)cc1	-0.8	4%	-24%	-0.5	-8%	10	5	-8%	-2%
CCc1nnc(NC(=O)c2ccc(Cl)c(S(=O)(=O)N3CCc4ccccc4C3)c2)s1	0.6	44%[activator]	-8%	0.1	1%[57.1 µM]	-8	-8	-2%[57.1 µM]	-8%
O=S(=O)(/N=C(\Sc1ccc(Cl)cc1)c1ccccc1)c1ccccc1	0.1	-5%	-21%	0.1	-5%	-1	-3	?	-1%
Cc1ncoc1C(=O)Nc1cccc(Cl)c1C	-0.1	1%	-4%	-0.7	1%	7	-2	-2%	8%
COc1cccc(CN(C)CC(=O)Nc2ccccc2C(=O)NC2CC2)c1	-0.4	2%	-18%	-1.0	4%	17	4	18%	-3%
COc1ccc(Oc2nc(-c3ccncc3)nc3ccccc23)cc1	0.4	3%	-13%	0.3	-5%[57.1 µM]	-13	5	-7%[57.1 µM]	-4%
Cc1ccc(OCC(=O)Oc2c(C)cccc2C)cc1C	nt	?	-5%	-0.1	10%	-6	-6	42%	5%
COc1ccc(/C=N/NC(=O)CN2CCCCCCC2)c(C)c1C	-0.2	-10%	-4%	0.7	1%	5	5	17%	5%
CCOC(=O)c1c(-c2ccccc2)nc2ccc(C)cn12	-0.1	6%	-27%	-0.3	6%[0.457 µM]	-24	-2	19%[0.457 µM]	5%
Cc1cc2cc(C)c(NCCNC(=O)c3cccs3)nc2cc1C	-2.2	37%[activator]	-17%	-1.1	-2%[57.1 µM]	-6	2	21%[57.1 µM]	3%
C=CCn1cccc(C(=O)Nc2ccc(Cl)cc2)c1=O	1.7	-3%	-24%	2.5	-6%	-7	1	-2%	-4%
CCCC(=O)Nc1nnc(Cc2ccccc2)s1	nt	-3%	-5%	nt	-10%	nt	nt	-5%	11%
CCS(=O)(=O)n1nc(-c2ccc(C)cc2)nc1N	0.3	-9%	-14%	0.4	7%	8	-3	20%	-4%
Cc1cccc(Oc2ccc(NC(=O)c3ccccc3C(=O)O)cc2)c1C	1.4	0%	-12%	0.5	-2%[57.1 µM]	-13	-1	-5%[57.1 µM]	-9%
Cc1ccnn1CCC(=O)O	2.7	3%	-16%	-0.4	1%	0	2	9%	-7%
COc1cc(C)nc(Oc2ccc(/C=N/O)cc2)n1	0.5	3%	-6%	-0.3	2%	-7	1	6%	0%
O=C(NCc1ccc(F)cc1)C(C(=O)NCc1ccc(F)cc1)c1ncc(C(F)(F)F)cc1Cl	1.4	15%	4%	-0.7	-9%	-20	-8	9%	-20%
C/C=C(/C)C(=O)O[C@@H]1c2c(ccc3ccc(=O)oc23)O[C@@H]1C(C)(C)OC(C)=O	-1.0	-4%	-12%	-0.5	15%	-38	-6	-1%[57.1 µM]	-3%
O=C(COC(=O)c1cccc(NC(=O)c2ccco2)c1)c1ccc(Br)cc1	1.2	6%	?	0.8	2%	8	1	9%	0%
CC(C)[C@H](NS(=O)(=O)c1ccccc1)C(=O)OCc1cc([N+](=O)[O-])cc2c1OCOC2	nt	-2%	?	nt	-4%[57.1 µM]	nt	nt	13%[57.1 µM]	6%
COc1ccc(-n2cnc3cc(NCc4ccco4)ccc32)cc1	0.5	0%	-14%	0.6	7%	-6	1	8%	14%
COCCN(Cc1cc2cc3c(cc2nc1Cl)OCO3)C(C)=O	-0.4	-7%	-11%	-0.1	-3%	12	3	17%	9%
COc1ccc(CCNC(=O)c2c(C)nn(-c3ccc(F)cc3)c2-n2cccc2)c(OC)c1OC	-0.3	-1%	-27%	-0.8	-1%	nt	5	19%	13%
Cc1ccccc1C(=O)Oc1cc(N)n(S(=O)(=O)c2ccccc2)n1	3.5	?	-14%	-0.9	1%	4	-2	29%	-8%
Cc1nc(NC(=O)c2cccc(-c3cc4ccccc4oc3=O)c2)ccc1Br	nt	-6%	-9%	0.9	54%	nt	11	-6%[57.1 µM]	-8%
COc1ccc(CNC(=O)C(=O)c2cn(CC(=O)N3CCOCC3)c3ccccc23)cc1	-0.6	4%	-2%	0.2	-4%	3	-4	5%	-2%
N#Cc1c(Nc2ccccc2)c(/C=N/N=C/c2ccccc2)c[nH]c1=O	0.2	9%	-5%	-0.1	-25%[57.1 µM]	-5	0	1%[57.1 µM]	-2%
Cc1ccc2onc(CNC(=O)NCc3ccccc3)c2c1	-0.9	-7%	-28%	-0.5	3%	nt	6	27%	-5%
Cc1cc(C)nc(OC(C(=O)O)C(OCCc2ccccc2)(c2ccc(F)cc2)c2ccc(F)cc2)n1 (stereo not given)	-0.6	-18%	-25%	-0.1	3%	-17	-11	16%	-3%
O=C(NCCCNC(=O)c1ccccc1Br)c1ccccc1Br	-0.3	-16%	-15%	0.6	2%	6	1	12%	-2%
CC(C)c1ccc(C2c3c(-c4ccccc4O)n[nH]c3C(=O)N2Cc2ccncc2)cc1 (stereo not given)	1.5	-1%	-6%	2.3	-1%	nt	7	24%	16µM*
O=C(COC(=O)c1cc(Br)ccc1Cl)NC1CC1	0.3	-2%	-4%	0.9	-6%	10	1	7%	3%
O=C1Cc2cc(S(=O)(=O)Nc3cccc(F)c3)ccc2N1	0.0	-2%	-15%	0.2	6%	15	-2	7%	9%
CN(CC(=O)Nc1ccc(F)c(F)c1F)C(=O)c1ccc2c(c1)NC(=O)CS2	0.2	-3%	-4%	-0.1	-14%	-43	-1	-9%	6%
OCC1CCN(Cc2cn(Cc3ccccc3)nc2-c2cc3ccccc3o2)CC1	7.2	3%	-10%	2.9	8%[57.1 µM]	8	-4	9%[57.1 µM]	8%
CCCn1c(NCc2ccccc2F)nc2ccccc21	1.5	-6%	-21%	-0.8	3%	nt	1	1%	17%
C=CCSc1nnc(NC(=O)COc2ccc3ccccc3c2)s1	-0.5	-1%	-11%	0.0	7%	-2	-6	17%[57.1 µM]	8%
COc1ccc(CCN2C(=O)N(c3cccc(C)c3)C(=O)C2CC(=O)Nc2ccccc2)cc1OC (stereo not given)	-1.1	-2%	1%	-1.5	-6%	nt	20	8%	12%
COc1ccccc1NC(=O)C(C(C)C)N1C(=O)c2ccccc2C1=O (stereo not given)	1.7	-3%	-29%	-0.2	-6%	4	-7	1%	2%
CCCCNCc1cc(OC)c(OCC(N)=O)cc1Br	-1.3	-2%	-16%	-2.5	7%	-11	-6	-5%	2%
COc1ccc(C(c2nnnn2CCc2ccccc2)N2CCN(C)CC2)cc1OC (stereo not given)	1.4	6%	-14%	1.0	1%	9	-5	-12%	2%
CN(Cc1ccccc1)C(=O)COC(=O)/C=C/c1ccco1	-0.2	-3%	-10%	-0.5	-9%	-1	-3	-78%	-3%
COc1cc(NS(=O)(=O)c2ccc(NS(=O)(=O)c3ccccc3)cc2)nc(OC)n1	0.6	2%	-1%	0.7	-7%	-21	8	-1%	0%
Cn1nccc1NC(=O)Nc1cccc([N+](=O)[O-])c1	-0.1	9%	-25%	-0.6	-1%	-2	-3	17%	-11%
O=C(NCCC1CCCCN1S(=O)(=O)c1ccccc1)C(=O)Nc1ccccc1F (stereo not given)	0.2	0%	-17%	1.0	-2%	-2	8	6%	5%
CS(=O)(=O)N(CC(N)=O)c1cccc(Br)c1	0.8	-12%	-18%	0.5	0%	-4	7	4%	3%
Cc1ccc(C(=O)N2C(=O)C(c3ccccc3)Oc3ccccc32)cc1 (stereo not given)	0.7	6%	-8%	0.1	-22%[57.1 µM]	-10	-5	6%[57.1 µM]	4%

Given with two lines to a compound: part of the list above
Second line of a record – D2 ag, Pin1 inhibitor, USP1-UAF1 inh, TRHR ag, TrxR1 substrate, D2 antagonist, TRHR enhancer, TrxR1 inh, mIDH1 inhibitor
Cc1ccc2onc(CNC(=O)NCc3ccccc3)c2c1
    -0.9, -7%, -28%, -0.5, 3%, nt, 6, 27%, -5%
CC(C)c1ccc(C2c3c(-c4ccccc4O)n[nH]c3C(=O)N2Cc2ccncc2)cc1 (stereo not given)
    1.5, -1%, -6%, 2.3, -1%, nt, 7, 24%, 16µM*
Cc1ccc(C(=O)N2C(=O)C(c3ccccc3)Oc3ccccc32)cc1 (stereo not given)
    0.7, 6%, -8%, 0.1, -22%[57.1 µM], -10, -5, 6%[57.1 µM], 4%

Further records
SMILES	D2 ag	Pin1 inhibitor	USP1-UAF1 inh	TRHR ag	TrxR1 substrate	D2 antagonist	TRHR enhancer	TrxR1 inh	mIDH1 inhibitor
NC(=O)CN1CCN(C(=O)NC2CCCCC2)CC1	1.4	4%	-2%	0.3	-8%[57.1 µM]	-5	12	7%[57.1 µM]	15%
O=C(O)CCn1c(-c2ccccn2)nc2ccccc21	-0.3	-8%	-12%	1.0	65%[activator]	-7	10	1%	0%
CC(c1ccccc1F)n1cc(C(=O)NCCc2ccco2)nn1 (stereo not given)	-0.7	-8%	-7%	-1.6	-6%	4	0	-21%	6%
O=C(NCc1ccc2c(c1)OCO2)C1CCCN(C(=O)c2ccc(Cl)cc2)C1 (stereo not given)	-0.9	1%	-19%	-0.3	1%	-8	4	5%	13%
CCN1C(=O)[C@H]2[C@H]3CN=C(SCc4ccc(C#N)cc4)N3[C@@](Cc3ccccc3)(C(=O)OC)[C@H]2C1=O	nt	1%	-33%	nt	-5%	nt	nt	14%	3%[38.3 µM]

A portion of the library, so the mix of outcomes need not match the whole.
